All columns: NCI-60 one-dose screen, growth in % after 48 h at 10 µM unless noted; 100 = growth as untreated, 0 = no growth, -100 = all killed.
SNB-19 = SNB-19 CNS cancer cells. AID 1794751. 81,000 compounds, 2.5% hits
U251 = U251 CNS tumor cells. 80,000 compounds, 5.4% hits
DU-145 = DU-145 prostate cancer; 81,000 compounds, 4.2% hits; AID 1794760
SF-539 = SF-539 CNS cancer | 81,000 compounds, 6.8% hits | AID 1794752
SF-268 = SF-268 CNS cancer cells; 82,000 compounds, 3.1% hits
SF-295 = SF-295 CNS cancer cells. 79,000 compounds, 5.6% hits. AID 1794758
OVCAR-8 = OVCAR-8 ovarian cancer; 81,000 compounds, 4.4% hits; AID 1794782
PC-3 = PC-3 prostate cancer cells; 80,000 compounds, 3.9% hits; AID 1794754
* marks the source's active call; other numbers are inactive results; x = not tested or not shown; & = joins results of further samples. How the source made its calls: active means growth percent below 10; inactive means the rest.

Order of values – OVCAR-8 | SF-295 | U251 | DU-145 | SF-268 | PC-3 | SNB-19 | SF-539
- O=[N+]([O-])c1ccc(/C=N\O)cc1
    98 | 100 | 102 | 113 | 107 | 99 | 98 | 98
- COC(=O)[C@@]1(C)CC[C@]2(C)CC[C@]3(C)C(=CC[C@@H]4[C@@]5(C)CCC(=O)NC(C)(C)[C@@H]5CC[C@]43C)[C@@H]2C1
    96 | 105 | 93 | 98 | 87 | 98 | 91 | 97
- C#Cc1nc(C2=C(C)C(O)/C(=N/O)C2)cs1 (stereo unspecified)
    94 | 65 | 109 | 87 | 65 | 101 | 109 | 26
- O=C(CSc1nc2sc3c(c2c(=O)n1-c1ccc(Cl)cc1)CCCC3)Nc1nc(-c2cccc([N+](=O)[O-])c2)cs1
    100 | 101 | 106 | 106 | 92 | 106 | 96 | 100
- Oc1ccc(Nc2ncnc3c2sc2ncccc23)cc1
    7.3* | 15 | 24 | 17 | 24 | 47 | 28 | 5.9*
- O=C1N=C2SC=C(c3ccc(Cl)cc3)N2C1CCN1CCCC1 (stereo unspecified)
    101 | 93 | 93 | 108 | 104 | 106 | 104 | 102
- Cc1cc(NC(=O)c2cccc(C(F)(F)F)c2)ccc1-n1ccc2c(NC(=O)c3ccccc3)nccc21
    98 | 102 | 96 | 112 | 103 | 75 | 98 | 96
- CCOC(=O)C(Cc1ccc(OC)c(OC)c1)C(Cc1ccc(OC)c(OC)c1)C(=O)OCC (stereo unspecified)
    96 | x | 107 | 111 | 106 | 94 | 106 | 97
- O=C(N/N=C\c1ccc([N+](=O)[O-])cc1)c1ccc2nc(-c3ccc(Br)cc3)[nH]c2c1
    14 | 25 | 4.4* | 28 | 45 | 25 | 42 | 28
- NS(=O)(=O)c1ccc(Nc2nc(SCc3ccc([N+](=O)[O-])cc3)nc3ccccc23)cc1
    87 | 90 | 91 | 93 | 96 | 71 | 94 | 84
- COc1ccccc1N=Nc1sc(=O)[nH]c1S
    100 | 101 | 100 | 116 | 101 | 87 | 98 | 106
- C#CCOc1ccc(C(Nc2ccc(F)c(F)c2)c2nnnn2C2CCCCC2)cc1 (stereo unspecified)
    90 | 79 | 89 | 95 | 84 | 80 | 91 | 96
- O=C(NCCNc1nccc(-c2c(-c3cccc(F)c3)nc3sccn23)n1)c1ccc(Cl)cc1
    55 | 74 | 66 | 71 | 68 | 72 | 72 | 90
- COc1ccccc1NC(=S)N/C=C(\C#N)S(=O)(=O)c1ccc(C)cc1
    103 | 97 | 103 | 110 | 94 | 96 | 105 | 99
- COc1ccc(-c2nc3c(C)cccn3c2C(C)=O)cc1
    x | 95 | 102 | 106 | 94 | 95 | 98 | 93
- C=C1C(=O)O[C@@H]2C[C@@H](C)[C@H](OC)CC(=O)[C@](C)(OC(C)=O)C[C@H](OC(=O)/C(C)=C\C)[C@@H]12
    59 | 92 | 92 | 78 | 93 | 84 | 99 | 71
- OCCOc1ccc2ccccc2c1
    104 | 98 | 107 | 110 | 99 | 91 | 104 | 97
- Oc1c2c(n3cccc13)=c1ccccc1=N2
    98 | 115 | 95 | 106 | 105 | 97 | 94 | 99
- Cc1ccc(S(=O)(=O)NNC(=O)c2ccccc2N)cc1
    101 | 121 | 110 | 109 | 106 | 85 | 97 | 106
- COc1cc(C2CC(c3ccc(Cl)cc3)=NN2)ccc1Oc1nc2c(c(=O)n(C)c(=O)n2C)n1C (stereo unspecified)
    91 | 83 | 100 | 94 | 74 | 83 | 88 | 110
- C/C=C(\C)C(=O)NC1=CC[C@@]2(C)C(=CCC3C2CC[C@@]2(C)C3CC[C@@H]2C(C)N(C)C)C1=O (stereo partly specified)
    66 | 32 | 36 | 65 | 10 | 26 | 83 | -49*
- CCOC(=O)CSc1nc2sc3c(c2c(=O)n1-c1ccccc1)CCC(C)C3 (stereo unspecified)
    112 | 102 | 100 | 112 | 102 | 102 | 89 | 101
- COc1nc(OC)c2[nH]cnc2n1
    102 | 101 | 102 | 113 | 104 | 96 | 107 | 104
- CCOC(=O)C1C/C(=N\O)c2ccc(OC)c(OC)c2C1 (stereo unspecified)
    105 | 92 | 98 | 115 | 107 | 96 | 107 | 100
- CN1CCN(c2ccnc(NCCNc3nc(N4CCOCC4)nc(N4CCOCC4)n3)n2)CC1
    96 | 101 | 96 | 103 | 98 | 94 | 109 | 101
- COc1ccccc1CNC1CCCCC1
    111 | 124 | 103 | 117 | 105 | 97 | 97 | 102
- COc1ccc(C2=Nc3c(c(-c4ccccc4)nn3-c3ccccc3)C3(C(=O)Nc4ccc(Cl)cc43)C2C#N)cc1 (stereo unspecified)
    90 | 87 | 83 | 108 | 89 | 60 | 88 | 94
- Clc1ccc(Nc2ccnc(NCCNc3ccnc4cc(Cl)ccc34)n2)cc1
    17 | -59* | -48* | 36 | -11* | 15 | 70 | -95*
- Cc1ccc(C(F)(F)F)cc1N1CCN(C(=O)[C@@H]2C[C@@H]2c2cccc(S(F)(F)(F)(F)F)c2)CC1
    89 | 76 | 76 | 96 | 79 | 57 | 87 | 92
- O=c1nc(Nc2cccc(Cl)c2)oc2cc(Cl)oc(=O)c12
    63 | x | 80 | 113 | 67 | 62 | 94 | 80
- O=C1C=C/C(=C2/C=CC(=O)C3C(=O)C=CC(=O)C23)c2c(O)ccc(O)c21 (stereo unspecified)
    108 | 105 | 102 | 114 | 110 | 103 | 106 | 101
- O=S(=O)(c1cnc2c(c1)Oc1ccccc1-c1cc(CN3CCCC3)nn1-2)N1CCCC1
    98 | 109 | 99 | 105 | 98 | 91 | 101 | 107
- N=c1c2c(-c3ccccc3)c(-c3ccccc3)oc2ncn1NC(=O)c1ccncc1
    93 | 96 | 98 | 102 | 101 | 88 | 98 | 100
- CC(Oc1ccccc1)C(=O)O (stereo unspecified)
    114 | 101 | 107 | 112 | 107 | 103 | 100 | 99
- COc1cc(CNC(=O)/C=C/C=C/c2ccc3c(c2)OCO3)ccc1OCc1cn(-c2cccc(C(F)(F)F)c2)nn1
    90 | 99 | 103 | 82 | 92 | 98 | 97 | 98
- O=C(CC1(O)C(=O)Nc2ccccc21)c1cc2ccccc2oc1=O (stereo unspecified)
    112 | 95 | 103 | 107 | 96 | 95 | 102 | 98
- COn1nnc2c(Cl)c3[nH]ccc(=O)c3cc21
    79 | 121 | 97 | 114 | 111 | 97 | x | 105
- Cn1cc(-c2csc(-c3cn(CCNC(=O)OC(C)(C)C)c4ccc(F)cc34)n2)c2cccnc21
    38 | 86 | 82 | 94 | 81 | 26 | 90 | 82
- CCOC(=O)c1cc(C(=O)c2cc(OC)c(OC)c(OC)c2)n2nc(C)ccc12
    25 | 41 | 19 | 21 | 56 | 31 | 54 | 15
- O=C(CN1CCN(c2cc3c(cc2F)c(=O)c(C(=O)N/N=C/c2ccccc2)cn3C2CC2)CC1)N/N=C\c1ccccc1
    74 | 75 | 84 | 90 | 72 | 50 | 74 | 76
- O=C1/C(=C\c2ccc(Cl)cc2)Sc2c(F)cccc21
    95 | 102 | 95 | 110 | 97 | 88 | 97 | 104
- C(=N\N=C\c1ccc2c(c1)OCO2)/c1ccc2c(c1)OCO2
    96 | 101 | 84 | 106 | 92 | 90 | 97 | x
- CC1CC(=O)OC(C)C1 (stereo unspecified)
    104 | 95 | 101 | 111 | 111 | 101 | 116 | 98
- Cc1ccnc(NC(=O)Cn2cc(COc3ncnc4sc5c(c34)CCCC5)nn2)c1
    99 | 105 | 103 | 105 | 101 | 96 | 103 | 96
- O=C(/C=C/Nc1ccc(S(=O)(=O)O)cc1)c1ccc(F)cc1
    99 | 99 | 98 | 103 | 102 | 96 | 93 | 94
- C/C(=C\CC/C=C(\C)CC/C=C(\C)CC[C@@H](O)C(C)(C)O)CC/C=C(\C)CC[C@@H](O)C(C)(C)O
    48 | 9.5* | 33 | 64 | 58 | 7.8* | 61 | 43
- N[C@H](CC1CC1)C(=O)N[S@@](=O)c1scc(Cl)c1Cl
    104 | 102 | 95 | 108 | 109 | 94 | 94 | 101
- C=CCc1cc(C)ccc1NC(C(N)=O)c1ccccc1 (stereo unspecified)
    97 | 91 | 90 | 111 | 97 | 84 | 98 | 92
- OCCNc1ncnc2cc(Cl)ccc12
    107 | 102 | 103 | 95 | 92 | 88 | 99 | 91
- COc1ccc(/C=C/C(=O)c2c(O)cc3occc3c2OC)cc1
    96 | 100 | 97 | 97 | 97 | 92 | 91 | 101
- N#C/C(=C\c1ccc(-c2ccc(Cl)cc2)o1)C(=O)Nc1ncc(Cc2cc(Cl)ccc2Cl)s1
    112 | 107 | 101 | 115 | 99 | 94 | 92 | 102
- CCOC(=O)c1ccc(NC(=S)P(=O)(c2ccccc2)c2ccccc2)cc1
    107 | 104 | 99 | 113 | 94 | 80 | 106 | 106
- O=C(O)c1cn(C2CC2)c2cc(N3CCN(C(=O)CN4C(=O)S/C(=C\c5ccco5)C4=O)CC3)c(F)cc2c1=O
    104 | 102 | 116 | 90 | 84 | 97 | 102 | 92
- CC(C)CCC[C@@H](C)[C@H]1CC[C@@]2(C)C3=C(C(=O)C[C@]12C)[C@@]1(C)CC[C@H](O)C(C)(C)[C@@H]1CC3=O
    90 | 103 | 96 | 96 | 83 | 87 | 102 | 96
- O=C(O)CCCN1C(=O)/C(=C/c2ccccc2)SC1=S
    102 | 105 | 105 | 108 | 105 | 95 | 97 | 102
- Cc1ccc(C(=O)c2ccc3nc(-c4ccc(F)cc4)n(C)c3c2)cc1
    104 | 108 | 102 | 114 | 106 | 105 | 107 | 104
- COc1ccccc1C(N)=O
    108 | 94 | 105 | 114 | 117 | 86 | 104 | 106
- CN1C(=O)N(C)C2NN3C(c4ccccc4)=CSC3=NC21 (stereo unspecified)
    100&100 | 119&103 | 104&103 | 114&103 | 117&95 | 94&92 | 109&98 | 102&96
- COc1cc2nc(N3CCC[C@@H](N)C3)nc(N)c2cc1OC
    106 | 69 | 90 | 104 | 95 | 90 | 102 | 108
- COc1cc(C2=NN(c3cc(Cl)cc(Cl)c3)C(c3sc(N(C)Cc4ccccc4)nc3Cl)C2)cc(OC)c1OC (stereo unspecified)
    91 | 98 | 96 | 104 | 89 | 84 | 103 | 104

New compounds follow.
Order of values – OVCAR-8 | SF-295 | U251 | DU-145 | SF-268 | PC-3 | SNB-19 | SF-539
- C=C1CCC2C(C)(COC(C)=O)C(O)CCC2(C)C1/C=C/C1=CCOC1=O (stereo unspecified)
    101 | 112 | 105 | 116 | 114 | 94 | 104 | 101
- O=C(/C=C\c1ccc(O)c(O)c1)O[C@@H]1C[C@](O)(C(=O)O)C[C@@H](O)[C@H]1O
    99 | 101 | 97 | 111 | 104 | 95 | 92 | x
- COC(=O)CNC(=O)[C@H](C)NC(=O)[C@@H]1CCCN1C(=O)CNC(=O)[C@H](C)N
    97 | 99 | 94 | 98 | 101 | 101 | 99 | 97
- CCN(CC)CCOC(=O)Nc1cc(C)c(NC(=O)OCCN(CC)CC)c(C)c1
    99 | 99 | 94 | 105 | 96 | 72 | 100 | 97
- COc1cc(/C=C/C(=O)c2cc(NC(=O)c3ccc4cc(-c5cccc(Cl)c5)ccc4c3)ccc2O)cc(OC)c1OC
    84 | 114 | 101 | 95 | 96 | 66 | 107 | 102
- Cc1ccc(S(=O)(=O)OC2C(C)(C)C(OS(=O)(=O)c3ccc(C)cc3)C2(C)C)cc1 (stereo unspecified)
    96 | 110 | 106 | 115 | 92 | 96 | 108 | 88
- Cc1[nH]c(=O)[nH]c(=O)c1CCSSCCc1c(C)[nH]c(=O)[nH]c1=O
    107 | 98 | x | 113 | 113 | 100 | 105 | 110
- COc1ccc(-c2nc3sc(C)nn3c2/C=C2/C(=O)Nc3ccccc32)cc1
    93 | x | 102 | 109 | 99 | 84 | 109 | 100
- O=C1NC(=S)N/C1=C\c1ccc(Cl)c(Cl)c1
    98 | 95 | 85 | 102 | 92 | 81 | 105 | 93

Laid out differently: entries from further up.
canonical_smiles	OVCAR-8	SF-295	U251	DU-145	SF-268	PC-3	SNB-19	SF-539
COc1ccccc1C(N)=O	108	94	105	114	117	86	104	106
CN1C(=O)N(C)C2NN3C(c4ccccc4)=CSC3=NC21 (stereo unspecified)	100&100	119&103	104&103	114&103	117&95	94&92	109&98	102&96
COc1cc2nc(N3CCC[C@@H](N)C3)nc(N)c2cc1OC	106	69	90	104	95	90	102	108
COc1cc(C2=NN(c3cc(Cl)cc(Cl)c3)C(c3sc(N(C)Cc4ccccc4)nc3Cl)C2)cc(OC)c1OC (stereo unspecified)	91	98	96	104	89	84	103	104
C=C1CCC2C(C)(COC(C)=O)C(O)CCC2(C)C1/C=C/C1=CCOC1=O (stereo unspecified)	101	112	105	116	114	94	104	101
O=C(/C=C\c1ccc(O)c(O)c1)O[C@@H]1C[C@](O)(C(=O)O)C[C@@H](O)[C@H]1O	99	101	97	111	104	95	92	x
COC(=O)CNC(=O)[C@H](C)NC(=O)[C@@H]1CCCN1C(=O)CNC(=O)[C@H](C)N	97	99	94	98	101	101	99	97
CCN(CC)CCOC(=O)Nc1cc(C)c(NC(=O)OCCN(CC)CC)c(C)c1	99	99	94	105	96	72	100	97
COc1cc(/C=C/C(=O)c2cc(NC(=O)c3ccc4cc(-c5cccc(Cl)c5)ccc4c3)ccc2O)cc(OC)c1OC	84	114	101	95	96	66	107	102
Cc1ccc(S(=O)(=O)OC2C(C)(C)C(OS(=O)(=O)c3ccc(C)cc3)C2(C)C)cc1 (stereo unspecified)	96	110	106	115	92	96	108	88
